Screening results from PubChem.
pAkt inh – inhibitors of Akt phosphorylation; Neuro2A IGF-stimulated pAkt S473 HTRF, 20 min; stronger effect = lower value; activity change, % for hits at 50 µM; 0.32% of 360,000 active; AID 651550; in the data active = activity change below about -80%; inconclusive = mostly about -51% to -80%; note: % is set by controls: 0 for no effect and ±100 for the full control effect
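Single-point screen (50 µM final compound) in Neuro2A cells stimulated 20 min with 6 nM IGF at 37 deg C. After lysis, Ser473-phosphorylated Akt read by HTRF (ex 330 nm, em 615/665 nm) as the 665/615 ratio.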
Mm-Cpn inhibitor – blocks the Methanococcus maripaludis chaperonin Mm-Cpn; purified Mm-Cpn ATPase, ADP Transcreener TR-FRET; Potency, µM (highest dose often 76.9 µM), inactives show at the highest dose activity, negative = inhibition, most hits filed as inhibitors; 0.031% of 330,000 active; note: potency is the fitted concentration of half-maximal effect; % is set by controls: 0 for no effect and ±100 for the full control effect; nearly all actives have a fitted effect of over 80% in size
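TR-FRET (320 nm excitation; 590 and 665 nm emission) reports ADP made from 10 uM ATP by 25 nM enzyme; compounds were preincubated 10 min, reaction run 30 min, both at 37°C.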
TGFb SMAD3 inh – blocks TGF-b signaling; Potency, µM (highest dose often 46.1 µM), inactives show at the top dose activity, negative = inhibition, usual class: inhibitors; HepG2 CAGA-GFP TGF-b/SMAD3 reporter, GFP fluorescence, 18 h; TGF-beta stimulated, 500 pg/mL final; 1.2% of 410,000 active; AID 588855; note: potency is the fitted concentration of half-maximal effect; % is set by controls: 0 for no effect and ±100 for the full control effect; nearly all actives have a fitted effect of over 65% in size
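Per well, imaged GFP fluorescence of HEPG2 CAGA-GFP cells gives the signal; cells get compound, then TGF-beta (500 pg/mL final), 18 h at 37 degrees C; %Activity versus -TGF-beta and +DMSO controls.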
HepG2 viability – counter-screen for TGF-b inhibitors: cytotoxicity in HepG2 cells | HepG2 CAGA-GFP viability, ATP luminescence, 18 h | Potency, µM (highest dose often 46.1 µM), inactives show at the highest dose activity change, negative = cytotoxicity, hits mostly cytotoxic | 0.76% of 410,000 active | AID 588856; note: potency is the fitted concentration of half-maximal effect; some results filed as inactive show a strong effect at the top dose
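CellTiter-Glo luminescence gave cytotoxicity after 18 hours at 37 degrees C. The cells were HepG2 CAGA-GFP in 1% FBS DMEM, stimulated with 500 pg/mL TGF-beta after compound addition. %Activity was normalised to no-cell wells (complete cell-killing) and DMSO (no toxicity), and curves were fitted and classified.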
Nrf2 block – Nrf2 pathway inhibition; A549 ARE-Fluc reporter, luciferase luminescence, 18-24 h; Potency, µM (titrated, usually from 46 µM), for inactives: at the highest dose activity change, negative = inhibition, usual class: inhibitors; 2.1% of 360,000 active; note: potency is the fitted concentration of half-maximal effect; % is set by controls: 0 for no effect and ±100 for the full control effect; nearly all actives have a fitted effect of over 60% in size
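Reporter: ARE-Fluc in A549. Exposure: 18-24 h, 37 °C, 5% CO2, 5% FBS OPTI-MEM. Readouts: fluorescent cytotoxicity (CellTiter-Fluor), then luminescent Nrf2 signal after BugLite.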
A549 viability – counter-screen for Nrf2 inhibitors: cytotoxicity in A549 cells. 0.16% of 390,000 active. A549 ARE-Fluc cells, CellTiter-Fluor viability, 18-24 h. Potency, µM (series often up to 46 µM), for the others: top-dose activity change, negative = cytotoxicity, actives largely listed as inhibitors; note: potency is the fitted concentration of half-maximal effect; % is set by controls: 0 for no effect and ±100 for the full control effect
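A549 ARE-Fluc cells in 5% FBS OPTI-MEM, 5000 cells/well, rested 2 h then exposed to compounds in concentration-response for 18-24 h at 37 °C. Viability by CellTiter-Fluor fluorescence (Ex 405/Em 525) after 30 min; luciferase luminescence (BugLite, 15 min, RT) read afterwards.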
Nrf2 activator – Nrf2 pathway activation | Potency, µM (titrated, usually from 46.1 µM), inactives show top-dose activation, actives largely listed as activators | AREc32 ARE-luciferase reporter (MCF7-derived line), luminescence, 24 h | 0.31% of 410,000 active | AID 624171; note: potency is the fitted concentration of half-maximal effect; % of control where 0% means no effect; nearly all actives have a fitted effect of over 65% in size
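AREc32 cells carrying an ARE-driven firefly luciferase reporter were seeded at 1000 cells/well in OPTI-MEM with 5% FBS, then exposed to compound for 24 hr at 37 deg C. Luminescence was read with Steady-Glo after 30 min at RT.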
CCT chaperon mod – changes cytosolic chaperonin activity | purified chaperonin ATPase assay, HTRF ADP detection, 30 min | activity change, % (concentration not given with the values), hits read low | 0.3% of 360,000 active | AID 651819; in the data active = activity change below about -30%; note: % is set by controls: 0 for no effect and ±100 for the full control effect
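Nucleotide hydrolysis assay: TRiC at 20–40 nM final (set by batch activity) with 10 uM ATP, 30 min at 37 °C, in presence of 76 uM compound. Detection by competitive ADP HTRF, 30 min ambient.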
Abeta yeast res – A-beta toxicity reversal in yeast. yeast expressing A-beta42, growth rescue, OD600, 48 h; response scale: 0% DMSO, 100% iron-clioquinol control. Potency, µM (top dose mostly 46.1 µM), for inactives: top-dose growth rescue, most hits filed as activators. 0.063% of 410,000 active. AID 1347071; note: potency is the fitted concentration of half-maximal effect; nearly all actives have a fitted effect of over 55% in size
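Yeast growth medium received pinned compounds, then yeast cells expressing toxic A-beta were added; plates incubated at 30 C for 48 hr. Growth read as absorbance at 600 nm, normalized to DMSO and equimolar FeCl3 plus clioquinol controls.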
Starred values were filed as active, the others as inactive; i = inactive; u = inconclusive; x = no result given; & = joins results of further samples; [ ] = dose if it differs, or a comment. Unless noted, calls come from the whole dose curve; as a rule, active = well fitted curve in the direction sought with a large enough effect; inconclusive = small, poorly fitted or top-dose-only effect, or another doubt; inactive = no such curve, though single readings can be large; an effect the other way counts as inactive or inconclusive. Outcome played no part in choosing rows; any-hit rate near 4.3%.

compound	Abeta yeast res	Mm-Cpn inhibitor	Nrf2 block	CCT chaperon mod	TGFb SMAD3 inh	pAkt inh	A549 viability	Nrf2 activator	HepG2 viability
O=C(NCC(c1cccs1)S(=O)(=O)c1cccs1)c1ccc(C(F)(F)F)cc1 (centres undefined)	-7%	x	x	x	u	x	1%	5.9%	-29%
COc1ccc2oc(=O)c(C(=O)NCc3ccccc3)cc2c1	0%	-18%	0%	1.1	10%	i	1%	-0.6%[9.22 µM]	6%
CCn1c(=O)c(C(=O)NCc2cccnc2)c(O)c2ccccc21	-10%	-3%	u	-0.4	0%	i	-10%	0.9%	0%
CCC(=O)Nc1ccc(NC(=O)c2c(C)nc3ccccn23)cc1	12%	-1%	10%	0.0	-2%	i	-1%	0.0%	2%
O=C1Nc2ccc([N+](=O)[O-])cc2OC1CCN1CCN(c2ccccc2)CC1 (centres undefined)	4%	2%	3%	1.8	-1%	i	-11%	0.2%	-1%
CCOC(=O)c1nc(NCCc2ccccc2)sc1C	21%	-6%	15%	-1.6	4%	i	1%	5.3%	-3%
COc1ccc(/C=N/c2c(-c3ccco3)nc3ccccn23)cc1OC	-42%[inhibitor]	-3%	-18%	-0.2	-3%	i	x	2.6%	-25%
CCc1ccc(NC(=O)CS(=O)CC(=O)Nc2ccc(N3CCOCC3)cc2)cc1 (centres undefined)	u	-3%	-23%	-0.5	7%	i	-19%	-0.3%	4%
CC(C)=CC1C=C(C)C(C)C2C(=O)NNC(=O)C12 (centres undefined)	5%	1%	-9%	-2.1	-2%	i	5%	-0.4%	-34%
CC(Oc1ccc2c3c(c(=O)oc2c1)CCCC3)C(=O)NCC1CCC(C(=O)O)CC1 (centres undefined)	14%	-3%	7%	1.6	1%	i	1%	-0.1%	3%
Cc1cc(=O)[nH]c(SCc2nc3ccccc3n2Cc2ccccc2)n1	2%	-2%	-16%	-2.5	-30%	i	2%	0.5%	-30%
O=C(COC(=O)Cc1ccccc1F)NC(=O)NC1CCCC1	9%	0%	1%	-3.8	3%	i	-2%	-0.4%	-3%

compound	Abeta yeast res	Mm-Cpn inhibitor	Nrf2 block	CCT chaperon mod	TGFb SMAD3 inh	pAkt inh	A549 viability	Nrf2 activator	HepG2 viability
CC(=O)NC(c1ccc(Cl)cc1)c1ccc2cccnc2c1O (centres undefined)	u	x	u	-4.2	u	i	1%	-1.0%	-18%
O=C(Nc1nnc(-c2cc(Cl)ccc2Cl)o1)C1=COCCO1	14%	-1%	17%	-0.8	4%	i	1%	-0.5%	1%
Cc1cccc(NC(=O)CCS(=O)(=O)c2ccccc2)n1	6%	1%	u	-0.1	0%	i	1%	2.1%	7%
COc1ccc(C2CC(Cn3cc(C#N)c(=O)n(C)c3=O)ON2C)cc1 (centres undefined)	-7%	-4%	-8%	0.1	11%	i	1%	-0.5%	-8%
CCCCC(=O)NC(c1cccc([N+](=O)[O-])c1)c1ccc2cccnc2c1O (centres undefined)	-53%[inhibitor]	x	u	-2.1	u	i	1%	-3.2%	10%
COc1ccc(CCNC(=O)CSc2nnc(Cn3c(=O)sc4ccccc43)n2C)cc1OC	-1%	-1%	-10%	-0.8	-7%	i	0%	-0.8%	4%
CCOc1ccc2nc(N3CCN(C(=O)C(C)C)CC3)sc2c1	-10%	x	x	x	-2%	x	-6%	4.0%	-4%
Cc1ccc2cc(C3C(C#N)=C(N)Oc4c3ccc3cccnc43)c(=O)[nH]c2c1 (centres undefined)	7%	-9%	u	3.2	u	i	-4%	-0.6%	-4%
C/C(=C\C(=O)C(F)(F)F)Nc1ccc(C(F)(F)F)cc1	-3%	2%	-2%	0.0	11%	i	-2%	-0.8%	2%
CSCCC(Nc1nc2ccccc2s1)C(=O)O (centres undefined)	1%	2%	4%	1.0	9%	i	1%	-0.4%	-2%
CC1CCCC(N2CCN(S(=O)(=O)c3ccccc3)CC2)C1 (centres undefined)	-4%	-4%	u	-3.6	-1%	i	1%	0.0%	-24%
Cc1ccc(Cl)cc1NS(=O)(=O)c1ccccc1	3%	x	-2%	-1.9	-3%	i	1%	0.5%	-18%

Profiles as entered above:
`O=C(Nc1nnc(-c2cc(Cl)ccc2Cl)o1)C1=COCCO1` across the screens: Abeta yeast res = 14%; Mm-Cpn inhibitor = -1%; Nrf2 block = 17%; CCT chaperon mod = -0.8; TGFb SMAD3 inh = 4%; pAkt inh = i; A549 viability = 1%; Nrf2 activator = -0.5%; HepG2 viability = 1%
`Cc1ccc(Cl)cc1NS(=O)(=O)c1ccccc1` across the screens: Abeta yeast res = 3%; Mm-Cpn inhibitor = x; Nrf2 block = -2%; CCT chaperon mod = -1.9; TGFb SMAD3 inh = -3%; pAkt inh = i; A549 viability = 1%; Nrf2 activator = 0.5%; HepG2 viability = -18%

Continued:
compound	Abeta yeast res	Mm-Cpn inhibitor	Nrf2 block	CCT chaperon mod	TGFb SMAD3 inh	pAkt inh	A549 viability	Nrf2 activator	HepG2 viability
COc1cccc2sc(N3CCN(c4nc5ccccc5s4)CC3)nc12	-17%	2%	8%	2.8	-6%	i	-9%	-0.3%	0%
Cc1ccccc1Nc1c(N)c(=O)oc2ccccc12	-25%	0%	15%	1.5	0%	i	0%	-0.1%	20%
Cc1ccc(O)c(C(=O)c2cnc3c(c2)CN(CCC(C)C)C(=O)N3)c1	-6%	-1%	-10%	-3.7	-33%	i	-3%	13%	-36%
Cc1cc(C)nc(NS(=O)(=O)c2ccc(-n3cccc3)cc2)n1	-1%	0%	-28%	-3.4	22%	i	-9%	-0.1%	2%
CCn1cc(C(=O)NCc2ccccc2Cl)c(=O)c2cc(S(=O)(=O)N3CCOCC3)ccc21	-4%	x	-25%	x	-5%	x	-12%	0.1%	-5%
Cc1cccc2c1N(CCCOc1ccccc1)C(=O)C2=O	-79%[inhibitor]	-1%	-10%	-0.4	u	i	14%	8.6%	-23%
CCN(CC)c1ccc(NC(=O)c2ccccc2F)cc1S(=O)(=O)Nc1ccccc1OC	0%	u	-6%	-2.2	-12%	i	u	0.2%	-29%
Nc1ccc(Cl)cc1C(=O)c1ccc[nH]1	13%	x	x	-3.4	-6%	i	x	0.2%	-20%
CCCCOC(=O)C1[C@H]2C(=O)N(CCc3ccccc3)C[C@]23C=C[C@H]1O3 (some centres undefined)	0%	1%	1%	-1.2	-15%	i	-2%	0.1%	-5%
CCCN(C)C1CN(Cc2cn(Cc3cc(C)cc(C)c3)nn2)S(=O)(=O)C1 (centres undefined)	-6%	x	x	0.9	x	i	x	-1.0%	x
O=C(O)C1C2C=CC(O2)C1C(=O)NCCC1=CCCCC1 (centres undefined)	4%	3%	24%	0.9	6%	i	21%	-0.4%	6%
O=C(CCC1CCN(C(=O)c2cccc(Cl)c2F)CC1)Nc1ccccc1	17%	2%	-34%	-0.1	-28%	i	-4%	-0.9%	-24%

compound	Abeta yeast res	Mm-Cpn inhibitor	Nrf2 block	CCT chaperon mod	TGFb SMAD3 inh	pAkt inh	A549 viability	Nrf2 activator	HepG2 viability
CCOC(=O)C1(Cc2cccc(OC)c2)CCCN(C(=O)CSC)C1 (centres undefined)	8%	x	u	-3.1	-3%	i	12%	6.3%	0%
c1ccc(-c2csc(Nc3nc(N4CCOCC4)nc(N4CCOCC4)n3)n2)cc1	8%	1%	u	-1.1	-25%	i	-4%	-0.2%	-7%
O=C(NCc1ccc2c(c1)OCO2)C(=O)Nc1ccccc1	19%	4%	7%	-3.1	-23%	i	-1%	1.9%	11%
CCCCNC(=O)C(=O)NCCCn1ccnc1	-19%	1%	5%	-0.9	u	i	-4%	-0.3%	7%
C=CCn1c(SCC(=O)Nc2ncc(Cc3ccc(Br)cc3)s2)nnc1-c1ccncc1	-18%	0%	-29%	0.3	-3%	i	-4%[1.84 µM]	-0.7%	0%
CSC1=N/C(=C/c2cccnc2)C(=O)N1Cc1ccc(Cl)cc1	-4%	-1%	12%	-1.3	-18%	i	11%	0.1%	-30%
CCSc1nc2ccccc2[nH]1	0%&-12%	0%&-1%	-1%	-6.1&-0.3	-12%&-7%	i	7%&21%	2.1%&0.3%	-25%&-14%
NS(=O)(=O)c1ccc(NC(=O)COC(=O)C2CC2)cc1	7%	1%	3%	-2.9	1%	i	-9%	0.2%	6%
Cc1cc(Cl)ccc1C1=CC(=O)C[C@H](c2ccc(F)cc2)C1	25%	-1%	18%	-1.2	u	i	15%	10%	-30%
Nc1ccn(Cc2cccc(F)c2)n1	6%	0%	-16%	-0.6	14%	i	0%	-1.4%	10%
Cc1n[nH]c(C)c1S(=O)(=O)N1CCC(C(=O)Nc2cccc(F)c2)CC1	-4%	3%	-14%	2.1	6%	i	4%	0.2%	-1%
O=C(Nc1ccc(-c2nc3ccccc3o2)cc1)C1CCCO1 (centres undefined)	-24%	1%	x	-1.5	3%	x	0%	0.0%	-27%

compound	Abeta yeast res	Mm-Cpn inhibitor	Nrf2 block	CCT chaperon mod	TGFb SMAD3 inh	pAkt inh	A549 viability	Nrf2 activator	HepG2 viability
O=C(Cn1cnc2c(oc3ccccc32)c1=O)Nc1ccccc1C(F)(F)F	-19%	x	12%	x	3%	x	-4%	0.2%	-2%
CCOC(=O)c1ccc(CSc2n[nH]c(C)n2)o1	-8%	-2%	13%	0.9	1%	i	-14%	-0.6%	-22%
O=C(COc1ccc(Cl)cc1Cl)Nc1ccccc1F	-8%	x	u	0.5	-2%	i	7%	28%	-12%
CC(=O)N1CCc2cc(S(=O)(=O)NC(CC(C)C)C(=O)N3CCc4ccccc4C3)ccc21 (centres undefined)	13%	-2%	1%	0.3	0%	i	-4%	-0.3%	-1%
